Screening data from PubChem.
Wnt bcat act – Wnt/beta-catenin pathway activators, primary screen, cell-based, plate reader, single point; Wnt/beta-catenin reporter cell assay, activator; activation, % at 9.35 µM; actives 1.2% (n = 300,000); in the data active = activation above about 30%, passing the limit was not always enough;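 also: 0% = neutral control wells and 100% = positive control wells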
* hit, by the source's call. The list is partial; the hit share may differ from the screen's.

SMILES	Wnt bcat act
COc1ccc(NC(=O)C(c2cc3ccccc3o2)n2c(=O)c(-c3cc4ccccc4[nH]3)nc3ccccc32)cc1 (stereo not given)	0
Cn1nc(-c2ccccc2)cc1NC(=O)[C@@H]1O[C@H](CO)[C@H](O)[C@H](O)[C@H]1O	1
COc1ccc(C(O)c2nc(-c3cccs3)cs2)cc1 (stereo not given)	-1
CC1(C(=O)Nc2ccc(Cl)c(Cl)c2)CCN1C(=O)CC(c1ccccc1)c1ccccc1 (stereo not given)	-1
CCc1ccc(OC2(C)CCN(Cc3ccc(SC)cc3)C2)cc1 (stereo not given)	1
CN(C)c1ncnc2c1ncn2[C@H]1CN(Cc2ccc(Cl)cc2)C[C@@H](CO)O1	-2
CC(C)CCN1C(=O)CSCC1(C)C(=O)Nc1ccc2c(c1)OCCO2 (stereo not given)	1
CCOC1=C2CN(S(=O)(=O)c3ccc(C)cc3)[C@H](c3ccccc3)C[C@H]2[C@H]2C(=O)N(c3ccccc3)C(=O)[C@H]2C1	-2
CCCNC(=O)C1(C)CCN(C(=O)c2ccccc2OC(F)(F)F)C1 (stereo not given)	-1
Cc1cccc(C)c1NC(=O)C(c1ccccc1F)n1c(=O)c(-c2cc3ccccc3[nH]2)nc2ccccc21 (stereo not given)	-3
COc1ccccc1Cn1c(C)c(C(=O)NCc2cccc(C)c2)sc1=O	6
CC(=O)Nc1cccc(-c2ccnc3c2CC(C)(C(=O)Nc2ccc4c(c2)OCO4)O3)c1 (stereo not given)	-3
CCCC(=O)N1CCC1(C)C(=O)Nc1ccc(C)cc1 (stereo not given)	-1
CC(=O)Nc1cc(-c2cccc(CO)c2)cn2c(-c3ccc(C(C)=O)cc3)cnc12	3
COc1ccc(S(=O)(=O)NC(=O)C2(C)CCN2C(=O)C2(c3ccc(Cl)cc3)CCC2)cc1 (stereo not given)	-1

Copied from the list:
Under Wnt bcat act, CCCNC(=O)C1(C)CCN(C(=O)c2ccccc2OC(F)(F)F)C1 (stereo not given) reads -1
Under Wnt bcat act, COc1ccc(S(=O)(=O)NC(=O)C2(C)CCN2C(=O)C2(c3ccc(Cl)cc3)CCC2)cc1 (stereo not given) reads -1
Under Wnt bcat act, COc1ccccc1Cn1c(C)c(C(=O)NCc2cccc(C)c2)sc1=O reads 6
Under Wnt bcat act, CC1(C(=O)Nc2ccc(Cl)c(Cl)c2)CCN1C(=O)CC(c1ccccc1)c1ccccc1 (stereo not given) reads -1
Under Wnt bcat act, CCCC(=O)N1CCC1(C)C(=O)Nc1ccc(C)cc1 (stereo not given) reads -1

Not a retest: 2 of the compounds above.
SMILES	Wnt bcat act
CC(=O)Nc1cc(-c2cccc(CO)c2)cn2c(-c3ccc(C(C)=O)cc3)cnc12	3
COc1ccc(S(=O)(=O)NC(=O)C2(C)CCN2C(=O)C2(c3ccc(Cl)cc3)CCC2)cc1 (stereo not given)	-1

(next part)
SMILES	Wnt bcat act
CCN(CC)C(=O)c1cccc(-c2csc(C(C)(O)c3ccncc3)n2)c1 (stereo not given)	-2
COc1cccc(C(=O)N2CCC[C@H]2C(=O)N2CCC[C@H]2C(=O)N[C@@H](C)c2ccccc2)c1	-1
COCCNC(=O)C1(C)CCN(C(=O)c2cccnc2Oc2ccccc2)C1 (stereo not given)	-6
Cc1[nH]c2ccccc2c1CC(=O)Nc1ccc(Oc2cccnc2)cc1	1
O=C(C[C@H]1CC[C@@H](NC(=O)Nc2ccc3c(c2)OCO3)[C@@H](CO)O1)NCc1ccccc1	0
CCc1nc2ccc(C(=O)NCCOc3ccc(OC)cc3)cn2c1N(C)C(=O)COc1ccccc1	0
CN(C)C(=O)C[C@@H]1CC[C@@H](NC(=O)C2CCC2)[C@@H](CO)O1	-2
C/C=C/c1cccc(-c2nc(C(=O)N3CCOCC3)cc3c2[C@H](CCO)N(C(=O)NC(C)C)C3)c1	-1
Cc1ccc2c(c1)-n1c(nc3cc(C)ccc3c1=O)C(Cc1ccccc1)NC2=O (stereo not given)	-1
O=C1NCCOc2ccccc21	3
CCc1nc2ccc(C(=O)NCCc3ccccn3)cn2c1N(CC)Cc1cccc(Br)c1	8
Fc1cccc(Cc2c(-c3ccco3)nc3ccc(Br)cn23)c1	-2
O=C(N[C@H](Cc1ccccc1)C(=O)N1CCN(Cc2ccccn2)CC1)[C@H]1O[C@@H](n2ccc(=O)[nH]c2=O)[C@H](O)[C@@H]1O	-4
O=C1[C@H](c2ccccc2)[C@@H](c2ccncc2)N1c1ccncc1	1
CCc1nc2c(OCCn3cccc3)cccn2c1N(C)C(=O)c1ccc(C)cc1	-1
COc1ccc(C(=O)C(=O)N2CCN(c3ccccc3F)CC2)cc1	2
Cn1nc(C(C)(C)C)cc1C(=O)N1CCCC(c2cc(C(=O)NCc3ccccc3)no2)C1 (stereo not given)	-5
O=C(CO)c1c[nH]c2ccccc12	-1
COc1cc2c3nnc(-c4ccccc4)c-3cn(Cc3ccccc3F)c2cc1OC	-17
COc1ccc(N2CCN(C(=O)c3ccc4c(c3)[nH]c(=S)n3c5ccccc5nc43)CC2)cc1	6
O=C(Nc1ccc(F)c(Cl)c1)c1cc(C2CCCCN2C(=O)c2ccccc2)on1 (stereo not given)	-1
CC1(Oc2ccc(Cl)cc2)CCN(Cc2ccc(OC(F)(F)F)cc2)C1 (stereo not given)	1
OC[C@H]1O[C@@H](c2nc(-c3ccccc3Br)no2)[C@H](O)[C@@H](O)[C@H]1O	-2
CCOC(=O)C1=CCN(S(=O)(=O)c2ccc(Cl)cc2)C1c1cccc(C)c1 (stereo not given)	-1
Cc1cccnc1C(NC(=O)C1CCN(Cc2cn(C)c3ccccc23)CC1)c1ccc(Cl)cc1 (stereo not given)	0
O=C(NCc1cc(C(F)(F)F)ccc1Cl)c1cccc2c1C(=O)c1ccc(Cl)cc1S2(=O)=O	-3
COc1cccc(Nc2nc(C(N)CCc3ccccc3)cs2)n1 (stereo not given)	-2
CCN=C1NC(c2ccc(C(F)(F)F)cc2)C(C(=O)OC)=C(C)N1Cc1cccc(C(F)(F)F)c1 (stereo not given)	-11
CCc1nc2ccc(C(=O)Nc3cccc(NS(C)(=O)=O)c3)cn2c1N(C=O)CCC(C)C	-1
C[C@@H]1CN([C@@H](C)CO)C(=O)CCCn2cc(nn2)CO[C@H]1CN(C)C(=O)Cc1ccccc1	-1
CCOc1ccc(CCN2C(=O)C(=O)N([C@@H](Cc3ccc(O)cc3)CN3CCC[C@H]3CN3C(=O)C(=O)NC[C@@H]3CC(C)C)C[C@@H]2Cc2ccccc2)cc1	0
Cc1ccccc1Cn1ccc(=NCc2ccccc2)cc1	-7
CCCNC(=O)c1cc(C2CCCCN2S(=O)(=O)c2cccc3cccnc23)on1 (stereo not given)	2
O=C(N[C@@H](Cc1cccnc1)C(=O)N1CCC[C@H]1C(=O)NC1CCCC1)c1ccccc1	-3
O=C(Nc1cccc(C(F)(F)F)c1)c1csc([C@H]2C[C@H](O)[C@@H](CO)O2)n1	1
COc1ccc(C=O)c(-c2c(CCO)sc3ccccc23)c1	2
C[C@@H]1COc2cccc(NC3CC3)c2S(=O)(=O)N1	1
CC(C)NC(=O)C1(C)CCCN1Cc1csc2ccccc12 (stereo not given)	-1
COc1ccc(-c2ccccc2C2Cc3nnccc3CN2)cc1 (stereo not given)	-2
O=C(NCc1ccccc1)[C@@H]1CCCN1C(=O)[C@H]1CCCN1C(=O)N1CCCCC1	-5
CC(=O)c1ccc(OC2(C)CCN(Cc3csc4ccccc34)C2)cc1 (stereo not given)	-1
Cc1cccnc1C(c1ccc(F)cc1)N(C)C(=O)C1CCN(CCOc2ccc(Cl)cc2Cl)CC1 (stereo not given)	2
O=C(NCc1ccccc1)C(c1ccco1)N1CCN(CCN2CCOCC2)CC1 (stereo not given)	1
Cc1cccc(N2CCN(C(=O)c3ccc4c(=O)[nH]c5c(C(=O)NC6CCCC6)sc(=S)n5c4c3)CC2)c1C	-2
CN(C)CCN1CCN(C2CN(Cc3cn(Cc4ccccc4C(F)(F)F)nn3)S(=O)(=O)C2)CC1 (stereo not given)	-2
CCCCn1nnnc1C1(C)CCC(=O)N1Cc1ccc(F)cc1 (stereo not given)	0
CC1(C(=O)NS(=O)(=O)c2ccc(F)cc2F)CCN1C(=O)CCc1ccccc1 (stereo not given)	0
CCCCCCCCN1C(=O)[C@H](CC(=O)NCc2cccc(C(F)(F)F)c2)C[C@@]2(C(=O)OCC)CCC=C12	-3
Cc1csc(-c2nc3ccccc3n2C(C)c2nc3ccccc3[nH]2)c1 (stereo not given)	-1
CC(C)Cn1cc(-c2cncc3nccn23)cn1	8
COc1ccccc1CCn1cnc(-c2ccc(Cl)cc2)c1CC(C)C	-14
CCOC(=O)C1(C)CCCN(C(=O)c2c(F)ccc(C)c2F)C1 (stereo not given)	-5
Cc1ccc(-c2nc3c(Cl)cc(C(F)(F)F)cn3c2Cc2ccsc2)cc1	0
CCC(=O)N1CCC1(C)C(=O)Nc1cccc2cccnc12 (stereo not given)	1
O=C(OCc1ccccc1)c1ccccc1O	-1
CCOC(=O)[C@]12CCC=C1N(Cc1ccco1)C(=O)[C@H](CC(=O)NCCC(C)C)C2	-1
CC(C)(C)c1cc2nc(NCc3cccc(Cl)c3)ccn2n1	-2
COC(=O)[C@]12CCCCC=C1N(Cc1ccco1)C(=O)[C@H](CC(=O)N1CCOCC1)C2	-8
Cc1cc(NC(=O)COC(=O)COc2ccc(Cl)c(C)c2)no1	-2
Cc1ccc(CN2CC(N3CCN(C)CC3)CS2(=O)=O)cc1 (stereo not given)	-2

Molecules listed so far containing two or more sulfur atoms, in the order listed:
SMILES	Wnt bcat act
COc1ccc(C(O)c2nc(-c3cccs3)cs2)cc1 (stereo not given)	-1
Cc1cccc(N2CCN(C(=O)c3ccc4c(=O)[nH]c5c(C(=O)NC6CCCC6)sc(=S)n5c4c3)CC2)c1C	-2

(next part)
SMILES	Wnt bcat act
CC(C)(C)c1ccc(S(=O)(=O)NC(=O)C2(C)CCN2C(=O)Cc2cc(F)ccc2F)cc1 (stereo not given)	-1
CCOC(=O)C1(C)CCN1C(=O)COc1ccccc1 (stereo not given)	0
CCCCNc1c(-c2cccnc2)nc2nc(C)cc(C)n12	-2
COC(=O)[C@@]12C[C@@H](CC(=O)NCc3cccc(C(F)(F)F)c3)C(=O)N(Cc3ccco3)C1=CCC(C)(C)C2	-9
COc1ccc(Br)c(C(=O)N2CCCC2(C)C(=O)NCC(C)C)c1 (stereo not given)	-2
C[C@@H]1COc2cccc(N3CCCCC3)c2S(=O)(=O)N1	-3
CCC1=C(OC(=O)N(CC)CC)N2C(=O)OC(=NCC3CC3)[C@]2(Cc2ccccc2)[C@H]2C1=CC[C@H]1C(=O)N(CC(=O)OC)C(=O)[C@H]12	-4
CC(=O)c1ccc(OCc2nnn(CC(=O)NS(=O)(=O)c3ccc(C)cc3)c2-c2ccccc2)cc1	-1
CC1(C(=O)Nc2ccc3c(c2)OCCO3)CSCC(=O)N1C1CC1 (stereo not given)	-1
CC(=O)c1ccc2c(c1)N(Cc1ccccc1)C(=O)C(C)S2 (stereo not given)	-1
COc1cccc(C(O)c2nc(/C=C/c3ccc(C(F)(F)F)cc3)cs2)c1 (stereo not given)	-3
Cc1cc(OCC(=O)OCC(=O)N(Cc2ccccc2)C(C)(C)C)ccc1Cl	-4
CCCCCCNc1ccc(C(=O)OCC)cc1	1
CCNC(=O)N(C)[C@H]1C[C@H]2c3[nH]c4c(-c5ccc6c(c5)OCO6)cccc4c3CCN2C(=O)[C@H]1[C@H](C)O	-1
CCOC(=O)C1=CCC(c2ccco2)N(S(=O)(=O)c2ccc(C)cc2)C1 (stereo not given)	-3
COc1cccc(NC(=O)CSCc2nc3sc(C)c(C)c3c(=O)[nH]2)c1	0
COc1cccc(-c2cnc3c(NC=O)cc(-c4cccc(C(=O)N(C)C)c4)cn23)c1	-2
CC(=O)NC(C)(c1ccccc1)c1nc(-c2ccc(N(C)C)cc2)cs1 (stereo not given)	2
COCCNc1nc(NCc2cnc(C)cn2)c2sccc2n1	-3
CC(=O)Nc1cccc(Nc2cc(C)nn2C)c1	-2
CC(=O)Nc1cc(-c2ccccc2N(C)C)cn2c(-c3ccc(S(C)(=O)=O)cc3)cnc12	-7
O=[N+]([O-])c1ccc(CN2CC(N3CC=CC3)CS2(=O)=O)cc1 (stereo not given)	-2
O=C(Cc1c[nH]c2ccccc12)Nc1ccc(Nc2cccnc2)c(-c2cc(F)cc(F)c2)c1	-5
CC(C)NC(=O)C1C(c2ccc(C(F)(F)F)cc2)=Nc2ccccc2N1C(=O)c1cc2ccccc2[nH]1 (stereo not given)	6
Cn1c(=O)c2c(ncn2CC(=O)O)n(C)c1=O	0
CCOc1cc(OCC)cc(C(=O)N2CCC[C@H]2C(=O)N2CCC[C@H]2C(=O)N(C)Cc2ccccc2)c1	-3
COc1ccc(C(=O)C(=O)N2CCC(Cc3ccccc3)CC2)cc1OC	-2
COc1ccc(C(=O)N2CCCCC2c2cc(C(=O)Nc3ccc(F)c(Cl)c3)no2)cc1 (stereo not given)	-2
COc1ccccc1-c1cnc(C(O)c2cccc(CN3CCCCC3)c2)[nH]1 (stereo not given)	-7
CCc1nc2ccc(C(=O)NCCCN3CCCC3=O)cn2c1N(CCC(C)C)CCN(C)C	-1
COc1ccc(S(=O)(=O)N2CCC(C(=O)NN3CCCCC3)CC2)cc1	-1
CC(=O)c1ccc(N2CCN(C(=O)c3ccc4c(=O)[nH]c5c(C(=O)NC6CCCC6)sc(=S)n5c4c3)CC2)cc1	4
CC(=O)Nc1cccc(-c2nc3ccccc3n2C(C(=O)NC(C)(C)C)C2CC2)c1 (stereo not given)	-4
CN1OC[C@@H]2CN(Cc3ccc4c(c3)OCO4)[C@H](c3ccc(N4CCCCC4)cc3)C[C@@H]21	-2

Sorted by number of heavy atoms (largest number first): 5 of the compounds above
SMILES	Wnt bcat act
CCc1nc2ccc(C(=O)NCCCN3CCCC3=O)cn2c1N(CCC(C)C)CCN(C)C	-1
CN1OC[C@@H]2CN(Cc3ccc4c(c3)OCO4)[C@H](c3ccc(N4CCCCC4)cc3)C[C@@H]21	-2
CC(=O)Nc1cccc(-c2nc3ccccc3n2C(C(=O)NC(C)(C)C)C2CC2)c1 (stereo not given)	-4
COc1ccccc1-c1cnc(C(O)c2cccc(CN3CCCCC3)c2)[nH]1 (stereo not given)	-7
COc1ccc(C(=O)C(=O)N2CCC(Cc3ccccc3)CC2)cc1OC	-2
